Source: PubChem (several laboratories)
PMI act satM6P: human PMI activators, high substrate, primary screen, biochemical, fluorescence intensity, near-saturating mannose 6-phosphate. Mannose-6-phosphate isomerase (Homo sapiens), P34949. coupled PMI enzyme assay, resazurin fluorescence, 20 min; active compounds read high; 1 = untreated enzyme, 0 = substrate-free blank. activation factor at 20 µM. 190,000 tested, 0.34% active;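 active means activation factor of 2 or more at 20 µM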
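Test system: human phosphomannose isomerase with PGI, G6PDH, diaphorase coupling enzymes / Doses: 20 µM compound, 1% DMSO / Times: enzyme reaction with compound 20 min at room temperature / Measured by: Diaphorase-driven resazurin-to-resorufin fluorescence, excitation 544, emission 590 nm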
PMI act: activators of human PMI, primary screen, biochemical, fluorescence intensity, near-Km mannose 6-phosphate | Mannose-6-phosphate isomerase (Homo sapiens), P34949 | purified human PMI, coupled resazurin fluorescence, 20 min; active compounds read high; 1 = vehicle control, 0 substrate-free wells | 190,000 tested, 0.005% active | activation factor at 20 µM;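 active means activation factor of 2 or more at 20 µM, relative to plate controls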
NF-kB expr up: activators of NF-kB expression in neurons, primary screen, cell-based, HTS | human neuronal cells, NF-kB reporter expression; active compounds read high | fold change at 12.5 µM | AID 1239, 2008 | 190,000 tested, 1.6% active; in the data active means fold change above about 3.3
TNAP act hi DEA: TNAP activators at high phosphate acceptor level, primary screen, biochemical, luminescence, uHTS | purified TNAP, CDP-star luminescence, 1 M DEA, 30 min; active compounds read high; 0 = EDTA background, 1 = DMSO-only activity | Alkaline phosphatase, tissue-nonspecific isozyme (Homo sapiens), P05186 | 200,000 tested, under 10 active | AID 1136, 2008 | activation factor at 20 µM;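 active means activation factor at least 2 at 20 µM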
Target sequence (P05186 whole entry, looked up): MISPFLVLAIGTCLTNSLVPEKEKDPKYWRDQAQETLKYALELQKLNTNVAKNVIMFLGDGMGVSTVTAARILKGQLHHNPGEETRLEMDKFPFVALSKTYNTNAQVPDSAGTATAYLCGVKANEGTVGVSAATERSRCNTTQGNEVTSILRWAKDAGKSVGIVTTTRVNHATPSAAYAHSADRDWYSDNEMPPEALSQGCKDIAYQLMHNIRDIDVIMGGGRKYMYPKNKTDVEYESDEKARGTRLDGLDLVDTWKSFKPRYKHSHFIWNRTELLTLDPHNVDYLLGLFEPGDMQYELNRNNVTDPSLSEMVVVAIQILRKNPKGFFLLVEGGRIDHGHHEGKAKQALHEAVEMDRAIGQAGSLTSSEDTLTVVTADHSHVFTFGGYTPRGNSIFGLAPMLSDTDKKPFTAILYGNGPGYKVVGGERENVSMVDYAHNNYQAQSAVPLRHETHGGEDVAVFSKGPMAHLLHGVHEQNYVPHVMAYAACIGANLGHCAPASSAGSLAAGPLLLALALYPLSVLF
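system = human TNAP | amount = enzyme diluted 1/800 final | reagent = 100 µM CDP-star substrate | signal = luminescent substrate turnover signal | dosing = one dose, 20 µM | benchmarks = EDTA negative control, DMSO positive control | measure = activation factor | timing = 30 min reaction, room temperature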
bIAP act: bovine intestinal alkaline phosphatase activators, primary screen, biochemical, bovine IAP, CDP-star luminescence. alkaline phosphatase, intestinal [Bos taurus]. purified bovine IAP, 30 min; active compounds read high; fold of DMSO-control signal, blank-subtracted. activation factor at 20 µM. 200,000 tested, 0.17% active. AID 1016, 2008;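 active means activation factor of 2 or more at 20 µM, a signal rise over negative controls twice the positive control's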
TNAP inh hi DEA: human TNAP enzyme inhibitors, primary screen, biochemical, luminescent, high phosphate acceptor level, uHTS; AID 1135, 2008; 200,000 tested, 0.03% active; inhibition, % at 20 µM; Alkaline phosphatase, tissue-nonspecific isozyme (Homo sapiens), P05186; purified TNAP, CDP-star luminescence, 1 M DEA;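 active means over 50% inhibition of tissue-nonspecific alkaline phosphatase at 20 µM in the single-dose screen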;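 further: plate controls were DMSO wells for no effect and EDTA-quenched wells as full inhibition for full effect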
FLuc stim CS: FLuc activators, initial screening, artefact control for FLuc-dependent activation tests, biochemical, ATPlite luminescence | Luciferin 4-monooxygenase (Photinus pyralis), P08659 | ATPlite luciferase biochemical, 10 min; 0 = ATP-free wells, 1 = DMSO control | activation factor at 10 µM | 200,000 tested, under 10 active | AID 1027, 2008;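 active means luciferase activation factor, scaled between plate controls, of at least 2 with compound at 10 µM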
Target sequence (P08659 whole entry, looked up): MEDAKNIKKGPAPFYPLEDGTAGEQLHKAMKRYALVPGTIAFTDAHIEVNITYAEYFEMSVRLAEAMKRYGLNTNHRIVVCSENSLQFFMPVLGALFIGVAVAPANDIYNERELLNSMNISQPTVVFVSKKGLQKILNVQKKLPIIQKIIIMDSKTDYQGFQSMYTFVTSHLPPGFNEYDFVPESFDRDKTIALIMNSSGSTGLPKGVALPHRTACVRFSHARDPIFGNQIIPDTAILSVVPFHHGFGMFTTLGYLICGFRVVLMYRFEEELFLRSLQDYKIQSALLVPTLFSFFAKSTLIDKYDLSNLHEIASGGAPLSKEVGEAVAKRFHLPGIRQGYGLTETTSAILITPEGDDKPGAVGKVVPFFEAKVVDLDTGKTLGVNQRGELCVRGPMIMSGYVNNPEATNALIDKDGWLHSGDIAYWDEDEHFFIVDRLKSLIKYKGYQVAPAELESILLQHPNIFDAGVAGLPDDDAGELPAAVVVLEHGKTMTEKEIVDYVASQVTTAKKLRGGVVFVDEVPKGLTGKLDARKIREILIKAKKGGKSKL
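assay system = Luciferase/luciferin detection reagent, cell-free biochemical luciferase assay | also added = ATP substrate | times = 10 min post-reagent at room temperature | measured by = luminescence from luciferase reaction | measure = luciferase activation, seen as luminescence increase over controls | benchmarks = low control with PBS replacing ATP, high control enzyme plus ATP without compound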
APP 5'UTR act: activators of APP 5'UTR luciferase reporter, primary screen, SH-SY5Y cells; 190,000 tested, 1% active; SH-SY5Y APP 5'UTR luciferase reporter, luminescence; zero percent = DMSO vehicle wells; AID 1276, 2008; activation, % at 2 µM;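 active means activation above a set limit, based on mean plus 3 SD of controls, cut at about 140% in these data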; further: values of inactives mirror those of a sister screen read the other way
FLuc inh counter: firefly luciferase enzyme inhibitors, primary screen, artefact control for luciferase-based inhibitor screens, biochemical, luminescence, ATPLite. Luciferin 4-monooxygenase (Photinus pyralis), P08659. 10 min. inhibition, % at 10 µM. 200,000 tested, 1.5% active. AID 1006, 2008;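 active means inhibition above about 50% when tested at 10 µM, limit read from the data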
TNAP inh no acc: human TNAP enzyme inhibitors, primary screen, biochemical, luminescent, no phosphate acceptor, uHTS | Alkaline phosphatase, tissue-nonspecific isozyme (Homo sapiens), P05186 | purified TNAP, CDP-star luminescence, 30 min | inhibition, % at 20 µM | 200,000 tested, 0.26% active;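 active means tissue-nonspecific alkaline phosphatase inhibition above about 50% at 20 µM in the single-dose screen, limit read from the data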;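 further: 0% = DMSO negative control and 100% = EDTA positive control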
Numbers without * were called inactive; nt = no result given.

SMILES	PMI act satM6P	PMI act	NF-kB expr up	TNAP act hi DEA	bIAP act	TNAP inh hi DEA	FLuc stim CS	APP 5'UTR act	FLuc inh counter	TNAP inh no acc
CN(C)CCCN(C(=O)C1COc2ccccc2O1)c1nc2ccc(F)cc2s1 (stereo not drawn)	1.3	1.3	1.1	1	1	-1	1	9	2	-10
CCOc1ccc(NC(=O)CN2CCN(S(=O)(=O)c3ccc(Cl)cc3)CC2)cc1	0.9	0.9	1.2	1	1.1	-1	1.1	20	-6	-2
C=CCNC1=C(Cl)C(=O)c2ccccc2C1=O	0.6	1.2	0.62	0.9	0.4	6	1	3	1	12
CC(=O)Nc1nc(=O)c2ccccc2s1	1.1	1.1	1	1	0.9	-1	1	3	1	-9
Cc1cc2cc(CNC(=O)NC3CCCCC3)ccc2n1C	1	1	0.88	1.1	0.9	-6	1.1	23	-6	-8
O=C(CSc1ncn[nH]1)Nc1nsc(-c2ccccc2)n1	0.9	1.1	1.3	1	1	0	0.9	2	8	-58
CCOC(=O)C1C(=O)NC(SC)=C(C#N)C1c1ccccc1F (stereo not drawn)	1	1	1.5	1.1	0.9	-9	1.1	5	-9	-9
COc1cc(CNCc2ccccc2)c(Br)cc1OC1CCCC1	1	1.1	1.1	1.1	0.9	-5	1	-22	-2	-15
O=C(NCc1cccnc1)NC1(C(F)(F)F)Oc2ccccc2O1	1	0.9	3.5*	1	0.9	-1	1.1	-15	-7	24
CCOc1ccc(NC(=O)c2ccncc2)cc1	0.9	0.9	1	1	0.9	-2	0.9	2	6	-8
COc1ccc(N(C(=O)c2ccco2)S(=O)(=O)c2ccc(F)cc2)cc1	1	1	1.1	1	1	-5	1.1	-9	-7	-12
CCC(C)NC(=O)c1ccc(C2SCC(=O)N2Cc2ccccc2)cc1 (stereo not drawn)	0.9	0.9	1.1	1	1	2	1	-2	-4	1
COc1cccc(CNn2cn[nH]c2=S)c1OCc1ccccc1	0.9	0.8	0.91	1	0.6	5	0.9	2	8	2
OC(C#CCN1CCCC1)(c1ccccc1)c1cccc(F)c1 (stereo not drawn)	1.1	1.1	1.1	1	0.9	0	1	9	-1	-10
Cc1c(C(=O)O)cnc2cc(-c3ccc(Cl)cc3)nn12	0.9	0.9	2.2	1	1	2	0.4	0	56*	-12
Cc1cc(C)c2c(CC(=O)NCc3ccco3)coc2c1	1	1	1.1	1	0.9	-4	1	-17	-4	-16
COc1ccccc1C1/C(=C(/O)c2ccc(Cl)cc2)C(=O)C(=O)N1CCN1CCOCC1 (stereo not drawn)	1.7	1.3	1.4	1	1.1	0	1.1	3	-6	4
CC1(C)CC2(CCO1)N1CC3(C)CN2CC(C)(C1)C3O (stereo not drawn)	1	1	0.97	1	0.9	-2	1	-4	4	-9
O=c1[nH]c(Cn2nnc(-c3ccccc3)n2)nc2scc(-c3ccccc3)c12	0.9	1.1	1.2	1	1	-4	1	8	-4	-7
COc1ccccc1NC(=O)N1CCN(c2ccccn2)CC1	1	0.9	1.5	1	1	-1	1	nt	0	-11

Full records, looked up by structure:
Profile of `OC(C#CCN1CCCC1)(c1ccccc1)c1cccc(F)c1` (stereo not drawn) : PMI act satM6P: 1.1; PMI act: 1.1; NF-kB expr up: 1.1; TNAP act hi DEA: 1; bIAP act: 0.9; TNAP inh hi DEA: 0; FLuc stim CS: 1; APP 5'UTR act: 9; FLuc inh counter: -1; TNAP inh no acc: -10
Profile of `COc1ccccc1C1/C(=C(/O)c2ccc(Cl)cc2)C(=O)C(=O)N1CCN1CCOCC1` (stereo not drawn) : PMI act satM6P: 1.7; PMI act: 1.3; NF-kB expr up: 1.4; TNAP act hi DEA: 1; bIAP act: 1.1; TNAP inh hi DEA: 0; FLuc stim CS: 1.1; APP 5'UTR act: 3; FLuc inh counter: -6; TNAP inh no acc: 4

Remaining list, next part
SMILES	PMI act satM6P	PMI act	NF-kB expr up	TNAP act hi DEA	bIAP act	TNAP inh hi DEA	FLuc stim CS	APP 5'UTR act	FLuc inh counter	TNAP inh no acc
CN(C)C(=O)CN1C(=O)C2CCCCN2C(=O)c2ccccc21 (stereo not drawn)	0.9	1	0.87	1.1	1	-11	1	8	-2	-13
Cc1cccc(NC(=O)c2ccc(-c3ccccc3[N+](=O)[O-])o2)c1	0.9	1	1.1	1	1.1	1	0.9	-2	8	4
COc1cccc(-c2nnc(SCC(=O)N3CC(C)CC(C)C3)o2)c1 (stereo not drawn)	1	1	1.6	1.1	0.9	-6	1.1	-17	-6	-13
CC(NC(N)=O)C(=O)NCC(=O)OCc1ccccc1 (stereo not drawn)	1	1	1	1.1	0.9	-7	1.1	-3	-10	-11
CCc1ccc(-c2ccc(SCC(=O)NCC3CCCO3)nn2)cc1 (stereo not drawn)	1	1	2.4	1.1	0.9	-7	0.2	41	80*	-10
CCCCOc1ccccc1NC(=O)CC1Nc2ccccc2NC1=O (stereo not drawn)	1	1	nt	1	1.2	-4	1	nt	-2	-2
CCCCN(CC)C(=O)c1ccc(-c2ccccc2)cc1	0.8	0.9	1.3	1.1	1	-5	1	19	-4	-8
Cc1cc(Oc2cnn(C(C)(C)C)c(=O)c2Cl)cc(C(C)C)c1	0.9	0.9	0.95	1	1.1	1	1.1	24	-6	-4
COc1ccc(-c2n[nH]c(C)c2-c2cc(OC)ccc2O)cc1	0.9	0.8	0.82	1	1.2	-4	1.1	-5	-5	6
COc1ccc(N2CCN(c3oc(-c4ccccc4OC)nc3C#N)CC2)cc1	1.1	1	1.4	0.9	1	5	0.9	7	7	26
Cc1ccc(NC(=S)N/N=C2\CC(C)(C)Oc3ccc(O)cc32)cc1	0.9	0.9	0.98	0.9	0.9	13	1	-18	-3	10
C=CCn1cnc2c(c1=O)c1nc3ccccc3nc1n2/N=C/c1ccccn1	1	1	nt	1	1	0	1	nt	-4	-6
CCc1nnc(NC(=O)CCC(=O)NCCc2ccc(OC)c(OC)c2)s1	1	1	0.88	1	1.4	-1	1.1	1	-7	-13
O=C(O)CCCCCN1C(=O)C(=O)/C(=C(/O)c2ccccc2)C1c1ccccc1 (stereo not drawn)	1	0.9	0.99	1.1	0.9	-6	1.1	-3	-9	-19
O=C(O)c1cc2c(o1)CCC/C2=N\O	0.9	1	1.1	1	1	1	1	8	-3	-5
CCCCOP(=O)(OCCCC)C1(NS(=O)(=O)c2ccccc2)C=CC(=O)c2ccccc21 (stereo not drawn)	0.6	0.7	0.74	1	1	-4	1.1	-1	-11	0
CNC(=S)NNC(=O)CCn1nc(C)c(Br)c1C	0.9	0.9	1	1.1	1.3	-6	1.1	-18	-8	-13
CCc1ccc(NC(=O)N2CCN(c3ccccc3)CC2)cc1	1	0.9	1.3	1	1	-2	1	2	3	-13
COc1ccc(C(=O)NCC(O)COc2ccc(C(C)(C)C)cc2)cc1[N+](=O)[O-] (stereo not drawn)	0.9	0.8	0.95	1	1.1	3	1	18	-4	-15
Cc1ccc(CNC(=O)COc2ccccc2-c2ccccc2)cc1	1	1	0.97	1	0.9	-1	1	-8	-4	-16

Only TNAP act hi DEA (two entries from above):
structure,TNAP act hi DEA
CCCCN(CC)C(=O)c1ccc(-c2ccccc2)cc1,1.1
Cc1ccc(CNC(=O)COc2ccccc2-c2ccccc2)cc1,1

Next part.
SMILES	PMI act satM6P	PMI act	NF-kB expr up	TNAP act hi DEA	bIAP act	TNAP inh hi DEA	FLuc stim CS	APP 5'UTR act	FLuc inh counter	TNAP inh no acc
Cc1ccc(C)c(N(C)S(=O)(=O)c2cccc3nsnc23)c1	1	0.9	0.89	1	0.7	0	1	-6	-2	-4
COc1ccc(-n2c(=S)[nH]c3cc(C(=O)Nc4ccc(OC)c(OC)c4)ccc3c2=O)cc1	1	0.9	1.3	1	0.8	2	1.1	-3	-5	-16
Nc1c(C(=O)NCC2CCCO2)sc(=S)n1-c1ccccc1 (stereo not drawn)	0.9	0.8	1.4	1	0.9	-4	1	0	-3	-10
Cc1ccc(N2C(=S)NC3c4ccccc4OC2(C)C3C(=O)N(C)C)cc1 (stereo not drawn)	1.1	1.2	1.2	1	1	-4	1.1	-1	-6	-1
CC(=O)C1=C(C)NC(=O)NC1c1ccccc1OCC(=O)NCCc1ccccc1 (stereo not drawn)	1	1	1.5	1	0.9	-4	1	-9	-4	-14
COc1ccc(-c2csc(NC(=O)c3ccc(OCC(=O)N4CCOCC4)c(OC)c3)n2)cc1OC	1	0.9	0.28	0.9	1.3	7	1	-7	3	4
COc1ccc(NC(=O)CSc2nnc(Cc3cccn3C)n2CCc2ccccc2)c(OC)c1	0.9	0.9	0.91	1	1	-1	1	8	-2	-2
CCN(CC)C(NC(=O)Cc1ccccc1)C(Cl)(Cl)Cl (stereo not drawn)	1	1	1	1	1.1	1	1	12	-2	-6
Cc1cccc(-c2nnc(SCC#N)n2-c2ccccc2)c1	1	1.1	1.2	1.1	0.9	-6	1.1	-3	-7	-10
NC(=O)CSC1=Nc2ccccc2C2=NC(CCC(=O)NCc3ccc(F)cc3)C(=O)N12 (stereo not drawn)	1.3	1.1	0.95	1	1	-3	1	3	-5	-8
Cc1c(NC(=O)CCCCCN2C(=O)c3ccccc3C2=O)c(=O)n(-c2ccccc2)n1C	1	0.9	1.1	1	1	0	1	2	-4	0
N#CCn1c(C2CCCCC2)nc2ccccc2c1=O	0.9	1	0.96	1.1	1	-7	1	-20	-2	-16

NF-kB expr up: what is marked active above
| smiles | PMI act satM6P | PMI act | NF-kB expr up | TNAP act hi DEA | bIAP act | TNAP inh hi DEA | FLuc stim CS | APP 5'UTR act | TNAP inh no acc |
| --- | --- | --- | --- | --- | --- | --- | --- | --- | --- |
| O=C(NCc1cccnc1)NC1(C(F)(F)F)Oc2ccccc2O1 | 1 | 0.9 | 3.5* | 1 | 0.9 | -1 | 1.1 | -15 | 24 |

Of the compounds above, two contain bromine.
SMILES	PMI act satM6P	PMI act	NF-kB expr up	TNAP act hi DEA	bIAP act	TNAP inh hi DEA	FLuc stim CS	APP 5'UTR act	FLuc inh counter	TNAP inh no acc
COc1cc(CNCc2ccccc2)c(Br)cc1OC1CCCC1	1	1.1	1.1	1.1	0.9	-5	1	-22	-2	-15
CNC(=S)NNC(=O)CCn1nc(C)c(Br)c1C	0.9	0.9	1	1.1	1.3	-6	1.1	-18	-8	-13
